# Screens deposited in PubChem BioAssay by several laboratories.
# ERa coact inh = ERα–SRC-1 coactivator interaction inhibitors, primary screen, biochemical, TR-FRET, ERα LBD, estradiol-bound. 86,000 compounds, 1.7% hits. inhibition, % at 25.6 µM. TR-FRET ER-alpha LBD / SRC-1 peptide. Estrogen receptor (Homo sapiens), P03372. AID 629, 2007; in the data active = inhibition above about 50%;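 also: 0% = receptor plus peptide control and 100% = peptide only without receptor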
# Mac1 fbg inh = inhibitors of CD11b/CD18 adhesion to fibrinogen, primary screen, K562 cells, luminescence; ATPlite luminescence; Mn2+ added to activate the integrin; inhibition, % at 10 µM; 93,000 compounds, 0.54% hits;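 active = primary inhibition of 50% or more at 10 µM, then 40% or more on retest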; also: some results filed as inactive read as strong as hits
# Target sequence (P05107 whole entry, looked up, other chains not shown): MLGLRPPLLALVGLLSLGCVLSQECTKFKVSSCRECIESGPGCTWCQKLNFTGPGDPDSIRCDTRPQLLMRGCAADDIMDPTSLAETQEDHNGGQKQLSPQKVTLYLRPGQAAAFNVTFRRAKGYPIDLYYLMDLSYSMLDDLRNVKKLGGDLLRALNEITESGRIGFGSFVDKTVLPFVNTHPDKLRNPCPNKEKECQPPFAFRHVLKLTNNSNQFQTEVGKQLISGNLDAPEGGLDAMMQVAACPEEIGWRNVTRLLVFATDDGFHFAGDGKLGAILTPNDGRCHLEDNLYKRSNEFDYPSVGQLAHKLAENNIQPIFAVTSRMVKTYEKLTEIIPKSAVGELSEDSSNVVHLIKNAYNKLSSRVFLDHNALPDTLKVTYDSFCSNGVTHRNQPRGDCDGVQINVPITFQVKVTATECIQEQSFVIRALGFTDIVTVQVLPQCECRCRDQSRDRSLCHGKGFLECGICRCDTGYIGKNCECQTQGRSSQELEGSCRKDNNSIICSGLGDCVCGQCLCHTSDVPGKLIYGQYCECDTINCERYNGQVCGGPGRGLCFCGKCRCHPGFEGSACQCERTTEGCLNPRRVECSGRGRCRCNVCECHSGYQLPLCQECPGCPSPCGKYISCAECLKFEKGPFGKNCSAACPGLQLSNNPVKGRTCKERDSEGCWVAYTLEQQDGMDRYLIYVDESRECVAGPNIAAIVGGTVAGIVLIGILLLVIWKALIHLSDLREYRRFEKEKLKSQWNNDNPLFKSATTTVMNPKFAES
# Rev-RRE block = HIV-1 Rev-RRE binding inhibitors, primary screen, biochemical, FRET, protein-RNA interaction; Rev peptide-RRE RNA binding; inhibition, % at 8 µM; 97,000 compounds, 0.79% hits;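 active = inhibition above the screen-wide mean plus 3 SD, cut at about 35% in these data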;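 also: 0% = median DMSO wells and 100% = median Neomycin B control wells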
# Target sequence (P05866 whole entry, looked up): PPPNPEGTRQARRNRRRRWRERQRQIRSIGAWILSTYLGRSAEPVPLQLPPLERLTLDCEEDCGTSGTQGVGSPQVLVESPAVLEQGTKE
#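 Material: labelled RRE RNA duplex and labelled Rev peptide / Buffer or medium: HEPES pH 7.5 salt buffer with EDTA / Compound dosing: single point, 8 µM final nominal compound concentration / Benchmarks: DMSO low control, neomycin B high control / Timing: 5 min preincubation and 15 min binding, 25 °C / Technique: FRET fluorescence readout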
# CD11b adhes enh = enhancers of CD11b/CD18 adhesion to fibrinogen, primary screen, K562 cells, luminescence; ATPlite luminescence; AID 1499, 2009; 93,000 compounds, 0.07% hits; Integrin beta-2 (Homo sapiens) + Integrin alpha-M (Homo sapiens), P05107+P11215; activation, % at 10 µM;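 active = 10 µM primary screen giving 50% or more activity, confirmed by 40% or more on retest at that dose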; also: strong numbers were not always called active
# ERa SRC1 pot = enhancers of ERα–SRC-1 coactivator binding, primary screen, biochemical, TR-FRET, ERα LBD, low estradiol. TR-FRET ERalpha-LBD/SRC-Cy5 coactivator binding, 2 h; 100 = basal binding, no effect. coactivator binding (% of control), % at 25.6 µM. 86,000 compounds, 1.3% hits; in the data active = activity above about 200%;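 also: binding measured in presence of low estradiol as agonist stimulus; 0% = peptide alone without receptor and 100% = receptor with peptide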
# Plk1 PBD FP = Plk1 polo box domain binding inhibitors, primary screen, biochemical, fluorescence polarization; Serine/threonine-protein kinase PLK1 (Homo sapiens), P53350; Plk1 PBD phosphopeptide binding; inhibition, %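 (tested at about 20 µM)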; 97,000 compounds, 0.13% hits; in the data active = inhibition above about 34%, passing the limit was not always enough
# FAK blocker = FAK kinase inhibitors, primary screen, biochemical; Focal adhesion kinase 1 (Homo sapiens), Q05397; biochemical FAK kinase activity assay; inhibition, %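 (tested at 7 µM)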; 97,000 compounds, 0.84% hits; in the data active = inhibition above about 19%;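 also: 0% = DMSO and 100% = reference compound high control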
# ERb SRC1 inh = inhibitors of ERβ-SRC1 coactivator interaction, primary screen, biochemical, TR-FRET, ERβ LBD, SRC-1 peptide | Estrogen receptor beta (Homo sapiens), Q92731 | TR-FRET ER-beta LBD / SRC1-Cy5 peptide binding; receptor agonist-loaded with 1 µM estradiol | inhibition, % at 25.6 µM | 86,000 compounds, 1.3% hits | AID 633, 2007;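 active = compounds whose percent inhibition of the receptor-coactivator binding signal exceeds about 50% in the single-dose screen, limit read from the data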;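 also: 0% = receptor plus peptide wells without compound and 100% = peptide-only wells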
# PLK1 inh = human PLK1 kinase inhibitors, primary screen, biochemical, TR-FRET. 97,000 compounds, 0.53% hits. Serine/threonine-protein kinase PLK1 (Homo sapiens), P53350. inhibition, % at 10 µM. recombinant PLK1 kinase, TR-FRET peptide phosphorylation. AID 619, 2007;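 active = inhibition of 50% or more in the single-concentration screen; inactive = inhibition below 50%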;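 also: 0% = DMSO max control and 100% = H-89 dihydrochloride min control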
# The depositor's hits bear a star; · = not tested or not shown; [ ] = another dose, or the depositor's remark.
entry	smiles	ERb SRC1 inh	ERa SRC1 pot	Mac1 fbg inh	ERa coact inh	Plk1 PBD FP	FAK blocker	Rev-RRE block	CD11b adhes enh	PLK1 inh
1	O=C(CNC(=O)c1ccc(Cl)cc1)NCCCn1ccnc1	-28	109	3	-17	-22	3	4	1	-10
2	O=C(Nc1nnc(C2CC2)s1)C1Cc2ccccc2CN1S(=O)(=O)c1ccccc1F (stereo not drawn)	2	89	·	22	-3	0	8	·	-9
3	CNc1ccc(OC(F)F)cc1C(=O)c1ccccc1	-11	102[fluorescence artefact?]	11	-4	·	·	·	-2	·
4	Cc1cc(=O)[nH]c(-c2ccccc2O)n1	3	108	-4	0	-12	-2	5	-2	-18
5	CCCOC(=O)CCCCC1SCC(NC(=O)OC)C1NC(=O)OC (stereo not drawn)	-15	85	-15	27[fluorescence artefact?]	·	·	·	-2	·
6	Nc1cc(N2CCCCC2)c(Cl)cc1[N+](=O)[O-]	·	·	-39	·	-5	4	1	2	-11
7	CCOC(=O)c1ccc(NC(=O)CSc2nnc(C3CC3)n2C)cc1	-6	102	·	0	19	-1	1	·	-10
8	CCOC(=O)Cc1csc(SCC(=O)Nc2sc3c(c2C(N)=O)CCC3)n1	82*[fluorescence artefact?]	61[fluorescence artefact?]	-18	92*[fluorescence artefact?]	·	·	·	17	·
9	CCOc1ccc(CCNC(=O)c2cc3ccccn3n2)cc1OCC	1	118	-3	-6	-10	-4	7	1	-9
10	O=C1c2ccccc2C2NC(=O)C3(CCCCC3)N12 (stereo not drawn)	1	110	3	0	·	·	·	1	·
11	Cc1nn(C)c(Oc2ccc(Cl)cc2)c1C(=O)Nc1ccc(F)cc1F	·	·	·	·	-3	-5	1	·	-8
12	CC(C)[C@H](NC(=O)OC(C)(C)C)c1nnc(S(=O)(=O)Cc2c(F)cccc2Cl)o1	6[fluorescence artefact?]	103[fluorescence artefact?]	-10	-2[fluorescence artefact?]	·	·	·	1	·
13	CC(C)CN(C(=O)c1ccc(=O)n(C)n1)c1nc2ccccc2s1	-2	87	6	-8	3	2	11	3	-6
14	O=C(Nc1ccccc1)c1cc2ccccc2o1	2	84	·	4	2	0	1	·	-9
15	Cc1ccc(C(=O)N/C(=C\c2ccc(Br)cc2)c2nc(=S)[nH][nH]2)cc1	·	·	·	·	-22	6	0	·	-5
16	COc1ccc(N2CCN(C(CNC(=O)c3ccc4c(c3)OCO4)c3cccnc3)CC2)cc1 (stereo not drawn)	10	108	·	7	-1	5	0	·	-5
17	Cn1c(=O)[nH]c(=O)c2c1nc(CN1CCOCC1)n2Cc1ccc(F)cc1	27[fluorescence artefact?]	97	-35	15	·	·	·	0	·
18	CCN(CC)C(=O)c1cc2c(=O)oc3ccccc3c2s1	12	100	·	2	8	-3	3	·	-6
19	COc1ccc(N(C(=O)c2ccco2)C(C(=O)NC2CCCC2)c2ccc(N(C)C)cc2)cc1 (stereo not drawn)	-8	113	0	-4	8	-1	-5	-2	-15
20	CCOC(=O)c1cc2c(=O)n3cc(C)ccc3nc2n(Cc2cccnc2)c1=N	0	130	-13	-2	·	·	·	-1	·
21	COc1c(N2CCN(C(=S)NCc3ccccc3)C(C)C2)c(F)cc2c(=O)c(C(=O)O)cn(C3CC3)c12 (stereo not drawn)	17[fluorescence artefact?]	94[fluorescence artefact?]	39	5	12	-3	-8	-4	-16
22	Cc1nc2cc(C(F)(F)F)ccc2n1C1CCN(CC(=O)NC(C)(C)C)CC1	3	125	-5	-6	-9	3	0	-5	-7
23	CCN1CCN(CCCNC(=O)c2cc3sccc3n2CC)CC1	13	112	7	-8	-5	0	7	4	-12
24	CC(=O)N1CN(C2CCS(=O)(=O)C2)Cc2c1sc1c2CCCC1 (stereo not drawn)	5	177	22	-2	9	-4	3	-5	-4
25	Cc1ccc(C2/C(=C(\O)c3cnn(-c4ccccc4)c3C)C(=O)C(=O)N2CCN(C)C)o1 (stereo not drawn)	-15	111	·	-2	-29	8	8	·	-15

# By substructure, the compounds so far containing two or more sulfur atoms.
entry	smiles	ERb SRC1 inh	ERa SRC1 pot	Mac1 fbg inh	ERa coact inh	Plk1 PBD FP	FAK blocker	Rev-RRE block	CD11b adhes enh	PLK1 inh
2	O=C(Nc1nnc(C2CC2)s1)C1Cc2ccccc2CN1S(=O)(=O)c1ccccc1F (stereo not drawn)	2	89	·	22	-3	0	8	·	-9
8	CCOC(=O)Cc1csc(SCC(=O)Nc2sc3c(c2C(N)=O)CCC3)n1	82*[fluorescence artefact?]	61[fluorescence artefact?]	-18	92*[fluorescence artefact?]	·	·	·	17	·
24	CC(=O)N1CN(C2CCS(=O)(=O)C2)Cc2c1sc1c2CCCC1 (stereo not drawn)	5	177	22	-2	9	-4	3	-5	-4

# The listing continues.
entry	smiles	ERb SRC1 inh	ERa SRC1 pot	Mac1 fbg inh	ERa coact inh	Plk1 PBD FP	FAK blocker	Rev-RRE block	CD11b adhes enh	PLK1 inh
26	CCSc1nnc(NC(=O)c2cc(C)on2)s1	-2	108	-19	-11	11	-2	4	2	13
27	CC(CN1CCOCC1)C(=O)c1ccccc1 (stereo not drawn)	0	96	6	-5	31	2	4	-1	1
28	Cc1cccc(NC(=S)NN2CCN(C)CC2)c1C	-10	110	-8	-7	-9	0	-1	0	-3
29	Cc1ccc(CNC(=O)CN2C(=O)COc3ccc(C)cc32)cc1	0	127	-3	7[fluorescence artefact?]	8	7	4	-3	-7
30	Cn1c(=O)c2c(nc(SCC(=O)NCc3ccco3)n2C)n(C)c1=O	2[fluorescence artefact?]	84	-16	3	-2	1	4	10	-4
31	CCN=C1SC(CC(=O)Nc2ccc(C)cc2)C(=O)N1CC (stereo not drawn)	-1	95	-16	-16	-5	-1	1	1	-10
32	O=c1[nH]c(CN2CCN(C/C=C/c3ccccc3)CC2)nc2cc(Cl)ccc12	8[fluorescence artefact?]	100	-6	1[fluorescence artefact?]	-18	1	11	-2	69*
33	Cc1cc(C(=O)CSc2nn(-c3ccccc3)c(=S)s2)c(C)n1Cc1ccco1	7	150	-10	2	-25	4	7	10	-6
34	Cc1nn(Cc2ccc(Cl)c(Cl)c2)c(C)c1NC(=O)c1cn(-c2ccccc2)nc1-c1ccccc1	·	·	-4	·	7	2	1	-2	-13
35	CCCn1c(C)cc(C(=O)COC(=O)c2cc(S(=O)(=O)NCC(C)C)c(Cl)cc2Cl)c1C	17[fluorescence artefact?]	89	7	6	0	0	4	-2	-13
36	CN(C(=O)c1ccccc1C(=O)c1ccccc1)C1CCS(=O)(=O)C1 (stereo not drawn)	7[fluorescence artefact?]	95	2	11	-20	5	9	-3	8
37	Cc1ccccc1NC(=O)CSc1nc(COc2ccccc2)nc2ccccc12	·	·	·	·	-7	0	-3	·	-11
38	CCc1nnc(SCC(=O)Nc2ccc(N3CCOCC3)cc2)o1	-3	110	2	2	19	0	4	-1	9
39	CC(=O)Nc1cc(C(=O)N2CCCC2)ccc1S(=O)(=O)c1ccc(Cl)cc1	-6	108	-4	0	-3	0	6	-3	-9
40	COC(=O)c1cc(NC(=O)c2cc(C)oc2C)cc(C(=O)OC)c1	-1	120	·	-9	-5	2	6	·	-12
41	C=CCN=c1sc(C(=O)OC)cc(=O)n1CC=C	·	·	7	·	-2	-2	6	-1	2
42	CC1CN(c2nc(-c3ccccc3)nnc2-c2ccccc2)CC(C)O1 (stereo not drawn)	·	·	10	·	19	-3	8	-2	-6
43	N#Cc1nc(-c2ccco2)oc1NCCCn1ccnc1	-6[fluorescence artefact?]	113	-11	1	-7	15	5	3	-2
44	CC(NCCO)C(=O)C12CC3CC(CC(C3)C1)C2 (stereo not drawn)	0[fluorescence artefact?]	128	-13	6[fluorescence artefact?]	-17	-5	2	0	-13
45	O=C(CSCc1cccc(Br)c1)N1CCOCC1	-2	118	-6	3	-9	-5	9	-3	-3
46	COc1ccccc1C/C(N)=N/OC(=O)COc1cccc2ccccc12	·	·	0	·	-1	-7	21	-3	-11
47	CN1CCN(C(=O)c2c(NC(=O)c3ccco3)sc3c2CCC(C(C)(C)C)C3)CC1 (stereo not drawn)	-4	112	9	-2	-8	1	4	-2	-14
48	O=C(O)C1CC(c2ccc(F)cc2)=NO1 (stereo not drawn)	·	·	-35	·	-7	-1	7	-2	-14
49	CCn1nc(C)c(NC(=O)CCCSc2nc(-c3ccco3)cc(C(F)(F)F)n2)c1C	-2	101	4	0	9	2	-1	3	-6
50	CC(C)CCOc1ccc(C2(C)NC(=O)N(CN3CCOCC3)C2=O)cc1 (stereo not drawn)	-14	116	-6	-4	·	·	·	-5	·
51	c1ccc(Oc2cc(-c3ccccc3)ncn2)cc1	·	·	·	·	-8	0	-1	·	-12
52	Cc1ccc(N2C(N)=C(C#N)C(c3cccs3)C3=C2CC(C)(C)CC3=O)cc1 (stereo not drawn)	5	72	-46	3	11	-1	3	8	-31
53	CC1CCCN(c2ccc(/C=C(\C#N)c3nn(-c4ccccc4)c(N)c3C#N)cc2[N+](=O)[O-])C1 (stereo not drawn)	·	·	·	·	-12	1	11	·	-19
54	Cc1noc(C)c1COC(=O)c1ccc2c(c1)OCO2	1	99	-15	-2	8	-2	2	10	-15
55	Cc1noc(C)c1S(=O)(=O)Nc1ccc(C(=O)NCCc2ccccc2)cc1	·	·	0	·	20	-5	4	-4	1
56	CNC(=O)c1cc(Nc2nnc(C)c3ccccc23)ccc1OC	0	110	-11	4	-5	2	0	-3	-18

# 3 of the entries above in order of their number in PLK1 inh, largest number first:
nr | canonical_smiles | ERb SRC1 inh | ERa SRC1 pot | Mac1 fbg inh | ERa coact inh | Plk1 PBD FP | FAK blocker | Rev-RRE block | CD11b adhes enh | PLK1 inh
55 | Cc1noc(C)c1S(=O)(=O)Nc1ccc(C(=O)NCCc2ccccc2)cc1 | · | · | 0 | · | 20 | -5 | 4 | -4 | 1
54 | Cc1noc(C)c1COC(=O)c1ccc2c(c1)OCO2 | 1 | 99 | -15 | -2 | 8 | -2 | 2 | 10 | -15
56 | CNC(=O)c1cc(Nc2nnc(C)c3ccccc23)ccc1OC | 0 | 110 | -11 | 4 | -5 | 2 | 0 | -3 | -18

# A few values from above:
# Reading for `CNC(=O)c1cc(Nc2nnc(C)c3ccccc23)ccc1OC` in FAK blocker: 2
# Reading for `Cc1noc(C)c1S(=O)(=O)Nc1ccc(C(=O)NCCc2ccccc2)cc1` in Plk1 PBD FP: 20
# Reading for `CC1CCCN(c2ccc(/C=C(\C#N)c3nn(-c4ccccc4)c(N)c3C#N)cc2[N+](=O)[O-])C1` (stereo not drawn) in Plk1 PBD FP: -12
